CHT PAM – allosterically activates the human high affinity choline transporter. Q9GZV3. CHT-expressing cells, membrane potential dye, choline EC20; hits give high values; LV-AA mutant CHT in HEK293 cells. B-score at 10 µM. actives 0.49% (n = 310,000);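 active = initial fluorescence not abnormally high and integrated response B-score, plate-corrected, over 3 SD above library mean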
Target sequence (Q9GZV3 whole entry, looked up): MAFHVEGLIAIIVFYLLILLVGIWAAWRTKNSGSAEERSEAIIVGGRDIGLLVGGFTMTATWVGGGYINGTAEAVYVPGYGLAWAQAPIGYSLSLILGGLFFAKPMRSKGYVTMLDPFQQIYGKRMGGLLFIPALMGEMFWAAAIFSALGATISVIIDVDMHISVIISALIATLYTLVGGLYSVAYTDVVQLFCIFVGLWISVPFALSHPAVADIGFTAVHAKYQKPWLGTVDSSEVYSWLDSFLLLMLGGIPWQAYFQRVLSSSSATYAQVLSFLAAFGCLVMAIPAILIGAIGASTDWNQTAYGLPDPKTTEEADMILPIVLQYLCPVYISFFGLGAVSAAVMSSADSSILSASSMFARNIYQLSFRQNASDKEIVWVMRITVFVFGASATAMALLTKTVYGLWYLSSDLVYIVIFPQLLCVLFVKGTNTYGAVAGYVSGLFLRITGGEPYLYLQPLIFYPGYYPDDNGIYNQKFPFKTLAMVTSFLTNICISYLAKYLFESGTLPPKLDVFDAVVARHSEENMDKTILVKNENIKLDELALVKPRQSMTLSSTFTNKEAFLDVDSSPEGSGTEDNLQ
OX1R antag – blocks the human orexin 1 receptor. actives 0.43% (n = 330,000). CHO/OX1R cells, Fluo-8 calcium fluorescence, orexin A. inhibition, % at 5 µM;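 active = inhibition above its plate's threshold, mean inhibition of all tested compounds on the plate plus 3 SD, cut at about 37% in these data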;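 also: 0% = orexin A challenge wells and 100% = SB-334867-A antagonist wells; not every result past the cut was called active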
Target sequence (O43613 whole entry, looked up): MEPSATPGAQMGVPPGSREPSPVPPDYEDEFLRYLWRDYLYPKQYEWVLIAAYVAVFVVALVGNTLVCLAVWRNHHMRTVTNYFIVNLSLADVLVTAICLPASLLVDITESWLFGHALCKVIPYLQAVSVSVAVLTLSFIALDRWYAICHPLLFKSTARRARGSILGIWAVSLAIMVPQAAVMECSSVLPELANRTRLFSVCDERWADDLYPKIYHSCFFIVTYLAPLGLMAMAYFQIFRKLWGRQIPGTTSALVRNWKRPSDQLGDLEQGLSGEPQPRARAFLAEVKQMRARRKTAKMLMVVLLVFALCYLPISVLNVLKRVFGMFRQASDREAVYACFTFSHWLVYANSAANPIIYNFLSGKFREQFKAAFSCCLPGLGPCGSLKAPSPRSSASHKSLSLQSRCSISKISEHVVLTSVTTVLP
* marks the source's active call; other numbers are inactive results; i = inactive; . = no result given.

structure | CHT PAM | OX1R antag
CCCCCCOC(=O)C(C#N)c1nc2ccccc2nc1N1CCOCC1 (stereo unspecified) | i | -17
C=CCOc1ccccc1/C=c1\sc2nc(-c3oc4ccccc4c3C)nn2c1=O | i | -13
CCNc1nc(NC(C)C)nc(OCCOC(=O)c2ccccc2)n1 | i | -21
CNc1nc(N/N=C/c2cc3c(cc2[N+](=O)[O-])OCO3)nc(Nc2ccccc2)n1 | i | -13
COc1ccc(-c2n[nH]c(C)c2-c2ccc(Cl)cc2)c(O)c1 | i | 39
COc1ccc(C(=O)NCC(c2cccnc2)N2CCN(c3ccccc3)CC2)cc1OC (stereo unspecified) | i | -20
COc1ccc(Cc2nn3c(-c4ccccc4Br)nnc3s2)cc1 | i | -22
O=C(O)c1ccc2c(c1)ncn2C1CCCC1 | i | -12
Cc1c([N+](=O)[O-])c([N+](=O)[O-])nn1CC(=O)N1CCOCC1 | i | -13
COc1ccc2c(Cn3cnc4cc([N+](=O)[O-])ccc4c3=O)cc(=O)oc2c1 | i | 2
Cc1ccc(C(=O)NC(=S)Nc2ccc3c(c2)OCCO3)c(C)c1 | i | -9
COc1ccc(C(=O)NCc2cccs2)cc1S(=O)(=O)N1CCOCC1 | i | -18
COC(=O)c1cc2ccsc2n1CC(=O)Nc1ccc(N(C)C)cc1 | i | -12
COC(=O)c1ccc(CNC(=O)COC(=O)Cc2ccsc2)cc1 | i | -6
CC[C@]12c3[nH]c4ccc(Cl)cc4c3CCN1C(=O)[C@@H](CC(=O)NCC13CC4CC(CC(C4)C1)C3)C[C@@H]2C(=O)N1CCN(C(=O)C2CC2)CC1 | . | 7
Cc1cc2c(c(=O)n1CCN(C)C)C(c1ccc(Br)cc1)C(C#N)=C(N)O2 (stereo unspecified) | i | -26
COc1ccc(C(=O)CC(SCC(NC(C)=O)C(=O)O)c2ccc(Cl)cc2)cc1OC (stereo unspecified) | i | -31
COc1ccc(/C=N\Nc2ccccc2[N+](=O)[O-])c(C(=O)O)c1OC | i | -22
Cc1cccc(SCC(=O)Nc2ccc3c(c2)OCCO3)c1 | i | -10
COc1ccc(NC(=O)COC(=O)/C=C/c2ccccc2[N+](=O)[O-])cc1 | i | -15
CC(=O)c1cccc(NC(=O)CSc2nc(=O)n(CCN3CCOCC3)c3c2CCCC3)c1 | i | -25
C=CCN1C2CCCC1CC(NC(=S)Nc1ccc(Cl)cc1)C2 (stereo unspecified) | i | -11
S=c1[nH]c(-c2ccccc2)cn1/N=C/c1cccs1 | i | -19
O=C(NC1CCN(C(=S)Nc2ccccc2Cl)CC1)C1CCCCC1 | i | -5
Cc1c(NC(=O)/C(C#N)=C/c2ccccc2)c(=O)n(-c2ccccc2)n1C | i | -22

Further entries
structure | CHT PAM | OX1R antag
COc1cc(NS(=O)(=O)c2c(C)[nH]c(C)c2C(=O)N2CCCC2)cc(OC)c1OC | i | -9
CCCOc1ccc(C(=O)N(Cc2cccs2)C2CCS(=O)(=O)C2)cc1 (stereo unspecified) | i | -14
Clc1ccc(COc2ccccc2-c2ccnc3ncnn23)cc1 | i | -84
COc1ccccc1C(=O)NCCn1cc(SCC(=O)Nc2cc(C)on2)c2ccccc21 | i | -3
O=S(=O)(Nc1nc2ccccc2nc1N1CCN(c2ccccc2F)CC1)c1ccc(Cl)cc1 | i | -10
CCOC(=O)N1CCN(C(=O)c2ccc(Cn3c(=S)[nH]c4cc5c(cc4c3=O)OCO5)cc2)CC1 | i | -27
COC(=O)C1=C(COc2ccccc2)NC(=O)NC1c1ccc(Br)cc1 (stereo unspecified) | i | -9
Cc1cccc(CC(=O)NC2CCS(=O)(=O)C2)c1 (stereo unspecified) | i | -7
CC(C)NC(=O)Nc1ccc(Br)cc1Cl | i | -23
COc1ccc(CNC(=O)CN(Cc2ccccc2)C(=O)c2csnn2)cc1 | i | -44
COc1ccc(C2c3[nH]c4ccccc4c3C[C@H]3C(=O)N(C4CCN(Cc5ccccc5)CC4)CC(=O)N23)cc1OC (stereo partly specified) | i | -12
O=C(COC(=O)/C=C/c1ccc(Cl)cc1)NC1CCCC1 | . | -17
Cc1cc(=O)oc2cc(OCC(=O)NC3CC(C)(C)NC(C)(C)C3)c(Cl)cc12 | i | -15
CC1(NC(=O)CSc2nnc(-c3c[nH]c4ccccc34)n2C2CC2)CCS(=O)(=O)C1 (stereo unspecified) | . | -5
COc1ccccc1CNC(=O)CCC(=O)N1CC(C)Sc2ccccc21 (stereo unspecified) | i | -27
O=C(NCC1COc2ccccc2O1)c1ccco1 (stereo unspecified) | i | -4
CN(C)S(=O)(=O)c1cccc(NC(=S)NCc2ccco2)c1 | i | -20
CCOC(=O)N1CCN(C(=O)CCl)CC1 | i | -4
CCOc1ccccc1N1C(=O)c2ccc(S(=O)(=O)c3ccc(C(=O)O)cc3)cc2C1=O | i | -11
O=C(NCc1cccnc1)C1CCCN(S(=O)(=O)c2ccc(Br)cc2)C1 (stereo unspecified) | i | -12
CCOc1ccccc1N1CCN(C(=O)c2cc(S(=O)(=O)N(C)C)ccc2N2CCCC2)CC1 | . | -27
COc1ccc2c(c1)-c1c(ssc1=S)C(C)(C)N2S(=O)(=O)c1ccc(C)cc1 | i | -17
CCCC(C)NC(=O)CSc1nnc(-c2c[nH]c3ccccc23)o1 (stereo unspecified) | i | -18
CCCCNC(=S)N(C)/N=C/c1c(F)c(F)c(F)c(F)c1F | 6.5* | -15
Cc1ccccc1CNC(=O)c1ccccc1NS(C)(=O)=O | i | 0

Next part:
structure | CHT PAM | OX1R antag
Cc1ccc(C(=O)O/N=C(\N)c2ccccn2)c(C)c1 | i | -14
CN(C(=O)c1ccccc1C(=O)OCC(=O)NCc1ccccc1)C1CCCCC1 | i | -4
CC1CCCN(C(=O)COC(=O)COc2ccc(Cl)cc2)C1 (stereo unspecified) | . | 6
Cc1ccc(/C=C/C(=O)OCC(=O)NCc2ccc(Cl)cc2)o1 | . | -38
CC1CC(=O)C2=C(C1)Nc1ccccc1SC2c1ccc(F)cc1 (stereo unspecified) | i | -39
COc1ccc(NC(=O)C2=NN(C3CCS(=O)(=O)C3)C(=O)CC2)cc1S(N)(=O)=O (stereo unspecified) | . | -5
CCc1ccc(-c2cc(C(F)(F)F)n3nc(C(=O)Nc4cnn(Cc5ccc(C)cc5)c4)cc3n2)s1 | i | -28
O=C1CN(C(=O)COc2ccccc2F)c2ccccc2N1 | i | 10
CC1(C)CC(=O)c2sc(NC(=O)CN3CCOCC3)nc2C1 | i | -8
CS(=O)(=O)NCCSc1nnnn1-c1ccccc1 | i | 9
COc1cc(CCC(=O)OCC(=O)Nc2ccc(C)cc2Cl)cc(OC)c1OC | i | -7
CC1CN(C(=S)NC(=O)c2ccc(Cl)cc2)CC(C)O1 (stereo unspecified) | i | -17
COc1cc(NC(=O)c2cc(C)on2)cc(OC)c1OC | i | -6
Cc1cc2ncn(S(=O)(=O)c3ccc(F)cc3)c2cc1C | i | -9
CCCCN1CC[C@H]2C=CC[C@@H](C(=O)NCCc3ccccc3)[C@H]2C1=O | i | -6
CCOc1ccc(S(=O)(=O)N(C)c2ccc(OCC(=O)NCC3CCCO3)cc2)cc1 (stereo unspecified) | i | -21
COc1ccc(CCN2CC(C(=O)NCCc3ccccc3C(F)(F)F)CCC2=O)cc1 (stereo unspecified) | i | -25
C[C@H](CO)N1C[C@H](C)[C@@H](CN(C)S(=O)(=O)c2cn(C)cn2)Oc2ccc(NS(=O)(=O)c3ccccc3)cc2C1=O | . | 21
O=C(COC(=O)c1ccc(F)c([N+](=O)[O-])c1)NC(=O)NCc1ccccc1 | . | -1
COc1ccc(-c2c(=O)n(OCc3ccccc3[N+](=O)[O-])c3ccccc3[n+]2[O-])c(OC)c1 | i | -12
CC(C)=C1C2CCC1C1C(=O)N(c3nccs3)C(=O)C21 (stereo unspecified) | i | 6
CNC(=O)/C(C#N)=C/c1c(N2CCN(c3ccccc3)CC2)nc2c(C)cccn2c1=O | i | -27
Cn1c(=O)c2cc(S(=O)(=O)N3CCC(c4ccccc4)CC3)ccc2n(C)c1=O | i | -24
OC1O[C@H](c2ccc3c(c2)OCO3)[C@H]2CO[C@H](c3ccc4c(c3)OCO4)[C@@H]12 (stereo partly specified) | i | -8
COc1ccc(C2=NO[C@@H]3C(=O)N(Cc4ccccc4)C(=O)[C@H]23)cc1OC | i | -13

(list continues)
structure | CHT PAM | OX1R antag
O=C(c1ccc(N2CCOCC2)nc1)N1CCCCC1 | i | -15
O=S(=O)(c1ccccc1)N(CC1CO1)c1cccc2ccccc12 (stereo unspecified) | i | 12
O=[N+]([O-])c1cccc(S(=O)(=O)N/N=C\c2ccc3c(c2)OCO3)c1 | i | .
Cc1cc(NC(=O)c2ccc(C#N)cc2)n(-c2ccccn2)n1 | i | -31
O=C(NCc1ccco1)/C(=C/C=C\c1ccccc1)NC(=O)c1ccc(Br)o1 | i | -4
COc1ccc(OCC(=O)Nc2cccc(C(C)=O)c2)cc1 | i | -17
NNc1nc(Nc2ccccc2)nc(N2CCCCC2)n1 | i | -33
COc1cccc(C2c3[nH]c4ccccc4c3C[C@H]3C(=O)N(C4CC4)CC(=O)N23)c1 (stereo partly specified) | i | -27
NS(=O)(=O)c1ccc(N=Cc2c(O)c3ccccc3oc2=O)cc1 | i | -15
O=C(CNC(=O)c1cccc(Br)c1)N/N=C/c1ccc2c(c1)OCO2 | i | 0
CC(O)CNCCCOc1cccc(Oc2ccccc2)c1 (stereo unspecified) | i | -21
O=C(O)C(Cc1ccccc1)NS(=O)(=O)c1ccc(Cl)cc1 (stereo unspecified) | i | -3
CSc1cccc(NC(=O)C(C)Sc2ccc(C)cc2)c1 (stereo unspecified) | i | -22
COc1cccc(NC(=O)CSC(N)=O)c1 | i | 10
CCc1c(C)nc(SCC(=O)NNC(=O)Cc2ccc(OC)cc2)[nH]c1=O | i | -4
CC(C)C(NC(=O)C(c1ccccc1)c1ccccc1)c1nc2ccccc2[nH]1 (stereo unspecified) | i | -5
Cc1cc(N2CCOCC2)nc2ccc(NC(=S)N3CCCCC3C)cc12 (stereo unspecified) | i | -39
O=C(COC(=O)c1ccco1)c1ccccc1 | i | -6
CC(C)(C)n1nnnc1C(c1cccnc1)N1CCN(c2ccccc2)CC1 (stereo unspecified) | i | -24
CC(=O)Nc1ccc(S(=O)(=O)N(C)CC(=O)N2CCN(C(=O)c3ccco3)CC2)cc1 | . | 5
COc1ccc(OC)c(N2CC(O)(c3ccccc3)[N+]3=C2SCCC3)c1 (stereo unspecified) | i | -24
CN(CCC#N)C(=O)COC(=O)c1ccc(Cl)cc1O | i | -19
Clc1ccc(CSc2nnc([C@@H]3CCCN3)o2)cc1Cl | i | -11
Cc1cccc(N=C2CSC(=O)N2)c1 | i | -13
Cc1csc2nc(CN3CCN(CC(=O)N(C)C)CC3)cc(=O)n12 | i | 1

Next part:
structure | CHT PAM | OX1R antag
CN(C1CCCCC1)S(=O)(=O)c1ccc(NC(=O)Cn2nc(-c3ccc(F)cc3)ccc2=O)cc1 | i | -15
CCOC(=O)c1c(NC(=O)CSc2nc3ccccc3o2)sc(C)c1C | i | -31
Cc1onc(-c2ccccc2Cl)c1C(=O)NNC(=O)c1nn(C)cc1Cl | i | -9
O=C(O)c1ccc(N2CC3CC(C2)c2cccc(=O)n2C3)c(NC(=S)Nc2ccc(Cl)cc2Cl)c1 (stereo unspecified) | i | -2
O=C(CSc1ccc(F)cc1)Nc1ccccc1Br | i | -4
Cn1c(=O)c2c(ncn2CC(=O)OCC(=O)Nc2sccc2C(N)=O)n(C)c1=O | i | -2
CCOC(=O)c1sc(-c2ccc(Cl)cc2)nc1O | i | -9
Cn1cc(S(=O)(=O)CC(=O)Nc2ccc3c(c2)OCO3)c2ccccc21 | i | -8
O=C(CCc1cccc(Cl)c1)NC1CCCN(Cc2ccccc2F)C1 (stereo unspecified) | i | -26
Cc1cc(Cl)c(S(=O)(=O)N2CCN(c3ccc(F)cc3)CC2)cc1OCC(=O)NC1CCCCC1 | i | 52*

Compounds shown so far containing two or more sulfur atoms (eleven):
structure | CHT PAM | OX1R antag
COc1ccc(C(=O)NCc2cccs2)cc1S(=O)(=O)N1CCOCC1 | i | -18
S=c1[nH]c(-c2ccccc2)cn1/N=C/c1cccs1 | i | -19
CCCOc1ccc(C(=O)N(Cc2cccs2)C2CCS(=O)(=O)C2)cc1 (stereo unspecified) | i | -14
CC1(NC(=O)CSc2nnc(-c3c[nH]c4ccccc34)n2C2CC2)CCS(=O)(=O)C1 (stereo unspecified) | . | -5
CN(C)S(=O)(=O)c1cccc(NC(=S)NCc2ccco2)c1 | i | -20
COc1ccc2c(c1)-c1c(ssc1=S)C(C)(C)N2S(=O)(=O)c1ccc(C)cc1 | i | -17
COc1ccc(NC(=O)C2=NN(C3CCS(=O)(=O)C3)C(=O)CC2)cc1S(N)(=O)=O (stereo unspecified) | . | -5
CS(=O)(=O)NCCSc1nnnn1-c1ccccc1 | i | 9
C[C@H](CO)N1C[C@H](C)[C@@H](CN(C)S(=O)(=O)c2cn(C)cn2)Oc2ccc(NS(=O)(=O)c3ccccc3)cc2C1=O | . | 21
CSc1cccc(NC(=O)C(C)Sc2ccc(C)cc2)c1 (stereo unspecified) | i | -22
CCOC(=O)c1c(NC(=O)CSc2nc3ccccc3o2)sc(C)c1C | i | -31

From PubChem BioAssay
